dFosB act: mouse delta FosB homodimer activation; P13346; purified delta FosB, TAMRA-CDK5 oligo fluorescence polarization; percent of positive-control signal above neutral wells; activation, % at 25 µM; 0.99% of 340,000 active; AID 493131;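 active means mean activation above about 17%, with every replicate also reaching it, limit read from the data, passing the limit was not always enough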;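 further: fluorescence polarization rise as delta FosB binds a TAMRA Cdk5 AP-1 oligo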
CAL PDZ FP-1: CAL PDZ (human) peptide binding inhibition | 0.92% of 300,000 active | Q9HD26 | inhibition, % at 24.9 µM | AID 602252 | purified CAL PDZ, TMR-peptide fluorescence polarization, 1 h;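 active means mean inhibition of at least 30% with at least half of replicates also reaching 30%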;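 further: 0% = DMSO neutral control and 100% = excess unlabeled competitor peptide PRC23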
NSD2 inh: inhibitors of human histone methyltransferase NSD2 | NSD2 peptide methylation, AlphaScreen, 120 min | inhibition, % at 12.5 µM | 0.54% of 310,000 active; in the data active means inhibition above about 50%
CAL PDZ FP-2: blocks peptide binding to human CAL PDZ domain; inhibition, % at 20 µM; AID 504414; purified CAL PDZ, TMR-peptide fluorescence polarization, 1 h; Q9HD26; 0.02% of 330,000 active;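 active means highest replicate inhibition of at least 40%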;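 further: plate controls were DMSO neutral control wells for no effect and unlabeled competitor peptide control wells for full effect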
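material = purified tagged CAL PDZ domain construct (CerCALP) | compound dosing = 20 µM, one dose | times = 1 h at RT | measured by = fluorescence polarization from S- and P-plane intensities, G-factor corrected | read-out = inhibition from polarization loss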
SR-BI DiI-HDL act: activators of SR-BI mediated HDL lipid uptake. CHO ldlA[mSR-BI] cells, DiI-HDL uptake fluorescence, 3 h; 100 = double the neutral-control signal. 0.096% of 320,000 active. AID 504775. activation, % at 12.5 µM;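 active means mean replicate activation of at least 60% and every replicate at or above 60%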;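 further: 0% = median plate neutral-control signal and 100% = twice that signal; values of inactives mirror those of a sister screen read the other way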
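Material: SR-BI-overexpressing, LDLR-lacking CHO cells | Dosing: Single compound concentration, delivered by pin transfer | Probe or stimulus: Labelled HDL, 10 µg/mL | Signal: Bottom-read cell fluorescence after medium removal, ex 550/em 595 nm | Schedule: 3 h, 37 °C | Evaluation: HDL uptake via cellular fluorescence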
SR-BI HDL uptake: blocks mouse SR-BI lipid uptake from DiI-HDL; ldlA[mSR-BI] CHO cells, DiI-HDL uptake fluorescence, 3 h; inhibition, % at 12.5 µM; 0.96% of 320,000 active; AID 488896;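 active means mean replicate inhibition of at least 70% and a set share of replicates each scoring 70 or more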;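 further: 0% = median of neutral control wells and 100% = median of positive control wells; values of inactives mirror those of a sister screen read the other way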
Target sequence (Q61009 whole entry, looked up): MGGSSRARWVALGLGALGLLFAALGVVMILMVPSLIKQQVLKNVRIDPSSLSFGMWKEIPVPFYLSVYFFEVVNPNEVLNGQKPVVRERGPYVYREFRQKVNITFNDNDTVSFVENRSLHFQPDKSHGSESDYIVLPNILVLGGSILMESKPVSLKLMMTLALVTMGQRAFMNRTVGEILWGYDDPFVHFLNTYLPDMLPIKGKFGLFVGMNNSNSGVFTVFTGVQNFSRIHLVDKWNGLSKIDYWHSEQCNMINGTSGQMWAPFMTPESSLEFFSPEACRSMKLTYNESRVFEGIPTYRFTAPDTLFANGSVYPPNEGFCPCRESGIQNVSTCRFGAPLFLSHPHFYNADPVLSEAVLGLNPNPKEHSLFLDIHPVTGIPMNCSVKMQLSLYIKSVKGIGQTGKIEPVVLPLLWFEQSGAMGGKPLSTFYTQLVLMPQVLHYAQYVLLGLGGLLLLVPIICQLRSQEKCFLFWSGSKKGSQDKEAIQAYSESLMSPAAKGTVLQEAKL
PfHsp90 set2: inhibits growth of yeast expressing Plasmodium falciparum Hsp90; S. cerevisiae expressing PfHsp90, BacTiter-Glo ATP, 48 h; yeast lacking PDR1 and PDR3 efflux regulators; inhibition, % at 9.4 µM; 0.32% of 310,000 active; AID 504621;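 active means every replicate shows inhibition above about 80%, whatever the replicate mean, limit read from the data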;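 further: 0% = DMSO neutral controls and 100% = 20 µM radicicol positive controls; yeast relying on Plasmodium falciparum Hsp90 in place of its own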
MITF act: increases MITF-driven TRPM1 promoter luciferase signal. SK-MEL-5 TRPM1-promoter luciferase, 24 h; % of positive control, neutral wells = 0. activation, % at 12.5 µM. 0.75% of 300,000 active;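 active means mean activation of at least 80% with every replicate also reaching 80%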;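 further: 0% = neutral control wells and 100% = parthenolide positive control wells; values of inactives mirror those of a sister screen read the other way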
PvdQ acylase: P. aeruginosa PvdQ acylase inhibition. purified PvdQ acylase, fluorescence plate reader. inhibition, % at 10 µM. 0.063% of 340,000 active. AID 488965; in the data active means inhibition above about 30%, passing the limit was not always enough;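 further: 0% = vehicle neutral wells and 100% = reference inhibitor wells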
Rtt109 Vps75: C. albicans Rtt109 histone acetyltransferase inhibition. Q5AAJ8. purified Rtt109/Vps75, ThioGlo CoA-SH fluorescence, 4 h. inhibition, % at 34.9 µM. 0.16% of 330,000 active. AID 540336;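 active means inhibition of at least 50% in every replicate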
Target sequence (Q5AAJ8 whole entry, looked up): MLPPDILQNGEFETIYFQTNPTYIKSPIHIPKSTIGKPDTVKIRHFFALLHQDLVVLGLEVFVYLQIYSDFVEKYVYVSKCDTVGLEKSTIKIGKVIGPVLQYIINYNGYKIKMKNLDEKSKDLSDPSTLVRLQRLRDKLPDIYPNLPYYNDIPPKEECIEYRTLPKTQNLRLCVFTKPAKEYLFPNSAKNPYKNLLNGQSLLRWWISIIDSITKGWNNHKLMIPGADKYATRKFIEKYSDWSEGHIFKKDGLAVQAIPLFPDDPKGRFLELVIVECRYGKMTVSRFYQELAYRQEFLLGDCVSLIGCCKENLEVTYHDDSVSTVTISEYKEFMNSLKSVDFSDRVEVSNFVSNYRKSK
* hit, by the source's call; / = no result given.

SMILES	dFosB act	CAL PDZ FP-1	NSD2 inh	CAL PDZ FP-2	SR-BI DiI-HDL act	SR-BI HDL uptake	PfHsp90 set2	MITF act	PvdQ acylase	Rtt109 Vps75
COc1ccc(NS(=O)(=O)c2c(C)[nH]c(=O)[nH]c2=O)cc1OC	1	4	0	0.9	18	-18	9	-11	-18	/
O=C(c1ccco1)N1CCN(c2nnc(-c3ccccc3)c3ccccc23)CC1	0	-6	13	-1.7	-53	53	-7	/	-9	1
COC(=O)c1c(C)[nH]c(C(=O)OCC(=O)NCC(C)C)c1C	-7	2	1	-0.8	-1	1	-1	-3	-9	-4
O=CN1CCN(C(=O)c2ccccc2F)CC1	8	-5	4	-0.3	-6	6	10	3	-8	-3
COC(=O)c1cc(Br)c(=O)n(CCN2CCOCC2)c1	-2	-2	-1	0.6	3	-3	1	-9	-16	-9
Cc1c(C(=O)O)sc2nc(/C=C/c3ccccc3OC(F)F)[nH]c(=O)c12	-15	-9	0	-4.3	/	/	-3	-12	9	-4
CCOC(=O)CC/C(=N\NC(N)=O)c1ccc(OC)c(Cl)c1	-2	-5	/	0.5	4	-4	-8	/	6	12
Cc1ccc2c(c1)N=C(c1ccc(F)cc1)CO2	2	-1	0	-0.2	5	-5	-19	46	20	-9
O=C(CCNS(=O)(=O)c1ccc(Cl)cc1)N1CCN(Cc2ccccc2)CC1	-7	/	-1	0.6	-1	1	-17	10	-10	-10
CCn1c(SCC(=O)Nc2ccc(C)cc2)nnc1-c1ccccn1	-9	-1	0	0.2	-2	2	24	8	-14	-2
O=C(NCc1nc2ccccc2[nH]1)c1cccc(S(=O)(=O)N2CCCC2)c1	1	-1	1	0.4	-3	3	-16	-14	-8	4
O=C(Nc1nc(-c2ccccc2)cs1)c1ccc2c(c1)S(=O)(=O)c1ccccc1C2=O	-7	-8	3	-1.8	-65	65	-12	-2	-9	-23
Cc1cccc(NS(=O)(=O)Cc2ccccc2)n1	4	0	-3	0.0	14	-14	-20	1	-10	-21
C=CCc1cc(OC)ccc1OCCN1CC(C)OC(C)C1 (configuration not stated)	-8	/	5	-0.9	-1	1	-9	-9	-11	-6
O=C(Cc1ccc(F)cc1)OCC(=O)c1cc2ccccc2o1	-1	0	-2	0.8	12	-12	3	-6	10	0
COc1ccccc1N1CCN(Cc2ccc(O)c3ncccc23)CC1	1	/	27	-0.2	5	-5	-26	-88	-8	2
N#Cc1cc2[nH]c3ccccc3c2[n+](-c2ccc([N+](=O)[O-])cc2)c1N	5	-1	1	-0.4	-19	19	-14	-22	-9	14
CCC(=O)N1N=C(c2ccccc2)CC1c1ccccc1 (configuration not stated)	-7	/	3	0.1	-11	11	-1	-5	7	-5
O=C(NCc1ccco1)/C(=C/c1ccco1)NC(=O)c1ccco1	0	4	3	-0.6	32	-32	6	5	-7	/
CCCn1c(NC(=O)c2ccc(Cl)c(S(=O)(=O)N3CCCC3)c2)nc2ccccc21	10	-2	26	-4.2	-62	62	47	-31	-14	-12
COc1cc(OC)cc(C(=O)NNC(=O)CCc2nc3ccccc3c(=O)[nH]2)c1	-9	-1	0	-1.3	-18	18	-6	-11	-3	6
C[n+]1cnn2c1SCC1(COC1)C2	-8	-2	-5	-1.4	-7	7	-24	10	-4	-22
O=S(=O)(N/N=C\c1ccc2c(c1)OCO2)c1ccc(F)cc1	0	3	0	-0.6	21	-21	-3	-1	-10	-5
CCOc1cc(S(=O)(=O)NCCN2CCOCC2)c(C)cc1C	-6	1	0	-1.3	/	/	-23	0	-5	-1
COCCn1c(SCC(=O)NCc2ccc3c(c2)OCO3)nnc1-c1c[nH]c2ccccc12	-8	64*	/	-0.9	-21	21	-57	/	-11	-4
CC(=O)C1=C(O)C(=O)N(c2cccc(Br)c2)C1c1ccccc1Cl (configuration not stated)	-3	-5	3	-2.3	29	-29	16	-4	-5	3
COC(=O)c1ccc(C2NC(=S)N(c3ccccc3)C(C)=C2C(=O)Nc2ccccc2OC)cc1 (configuration not stated)	-4	-2	-2	0.5	-43	43	-4	/	10	6
C[Si](C)(C)n1ccnc1	1	2	/	-0.4	-4	4	2	-16	-10	1
COc1cccc(Cn2cccc(NC(=O)Nc3ccc(C#N)cc3)c2=O)c1	-4	-1	10	-5.9	-46	46	/	/	-8	0
O=C(/C=C/c1ccc([N+](=O)[O-])cc1)N1CCN(c2ccccc2F)CC1	-12	-5	-2	0.0	24	-24	10	23	-12	0

Entries of single compounds from above:
Record of CCOC(=O)CC/C(=N\NC(N)=O)c1ccc(OC)c(Cl)c1 : dFosB act = -2; CAL PDZ FP-1 = -5; NSD2 inh = /; CAL PDZ FP-2 = 0.5; SR-BI DiI-HDL act = 4; SR-BI HDL uptake = -4; PfHsp90 set2 = -8; MITF act = /; PvdQ acylase = 6; Rtt109 Vps75 = 12
Record of O=C(NCc1nc2ccccc2[nH]1)c1cccc(S(=O)(=O)N2CCCC2)c1 : dFosB act = 1; CAL PDZ FP-1 = -1; NSD2 inh = 1; CAL PDZ FP-2 = 0.4; SR-BI DiI-HDL act = -3; SR-BI HDL uptake = 3; PfHsp90 set2 = -16; MITF act = -14; PvdQ acylase = -8; Rtt109 Vps75 = 4

(more compounds)
SMILES	dFosB act	CAL PDZ FP-1	NSD2 inh	CAL PDZ FP-2	SR-BI DiI-HDL act	SR-BI HDL uptake	PfHsp90 set2	MITF act	PvdQ acylase	Rtt109 Vps75
Cc1noc(C)c1NC(=O)Nc1ccc2c(c1)C(=O)N([C@H](C)CO)C[C@H](C)[C@@H](CN(C)C(=O)Nc1ccccc1)O2	0	0	/	-0.5	-15	15	-14	8	-12	1
CN(Cc1ccccc1)C(=O)c1[nH]cnc1C(=O)NC1CCN(C(=O)OC(C)(C)C)CC1	-2	-2	/	0.3	9	-9	-8	-13	-10	-8
CC(C)(C)C1CCC(C(=O)Nc2ccccc2)CC1 (configuration not stated)	-9	-4	-4	0.5	-14	14	-1	/	6	11
O=C(CCN1C(=O)c2ccccc2S1(=O)=O)N1CCN(c2ccccc2)CC1	4	-12	1	0.1	5	-5	-19	4	-8	6
N#Cc1cccc(NS(=O)(=O)c2ccccc2Cl)c1	-6	/	0	-0.4	6	-6	19	12	-5	-11
CCOc1ccc(S(=O)(=O)N2CCN(C(=O)c3cccn3C)CC2)cc1	-7	-3	1	-1.4	/	/	-3	15	-14	-6
CC(C)CCN(C(=O)C1CCCC1)c1c(N)n(Cc2ccccc2)c(=O)[nH]c1=O	12	-5	-1	-2.5	/	-46	-9	-5	-5	13
COC(/C=C/Nc1ccc(C)cc1)=C(C#N)C#N	-3	0	/	-1.9	26	-26	/	-3	-10	-4
O=C(CCNS(=O)(=O)c1cccs1)N1CCCCCC1	-1	25	-1	-1.0	/	/	0	43	2	27
C=CCn1c(CCNC(=O)c2ccccc2F)nnc1SCC(=O)Nc1ccccc1F	-5	4	-1	-0.9	/	0	-8	-6	1	-1
O=C(Cc1cccc(NC(=O)C2CCN(C(=O)C3CCC3)CC2)c1)Nc1cccc(C(=O)N2CCOCC2)c1	4	-6	/	-0.4	-6	6	-26	2	-9	8
CCc1ccccc1N1C(=O)CC(N2CCc3ccccc32)C1=O (configuration not stated)	-6	-2	3	1.0	-16	16	-7	-6	-8	4
CCN(CC)C(=O)CCSc1nnc(-c2ccncc2)o1	-2	-3	-1	-0.1	8	-8	21	3	-27	3
Cc1cccc(Nc2nnc(SCC(=O)NCC3CCCO3)s2)c1C (configuration not stated)	3	-2	0	-0.9	-10	10	5	-1	-4	-2
CCCCOC(=O)Nc1cccc(Cl)c1C	-5	-2	-7	-0.9	1	-1	/	56	-13	-5
O=C(c1ccco1)N(CCC(c1ccccc1)c1ccco1)Cc1ccccc1 (configuration not stated)	-22	-6	1	-1.7	3	-3	-9	-3	15	9
Cc1ccccc1COC(=O)c1nn(-c2ccccc2)nc1N	0	-3	-2	-0.6	10	-10	-3	14	-15	0
CC(=O)/C=C/c1ccccc1Oc1c(F)c(F)nc(F)c1F	0	-2	0	0.1	-15	15	0	/	-3	-16
O=C1CCCc2nn(-c3ccccc3)c(-c3ccncc3)c21	4	18	-1	-0.3	1	-1	2	2	-4	7
O=C(Cn1c(=O)sc2ccccc21)Nc1nc2c(s1)CCCC2	-6	-3	0	-2.3	9	-9	7	4	15	21
c1ccc(CCNc2nc(-c3ccncc3)cs2)cc1	2	-2	-2	-1.8	-25	25	-9	67	-2	3
CC(C)n1c(NCc2ccc(N(C)C)cc2)nc2ccccc21	-3	-5	10	-0.4	9	-9	11	-4	-13	-3
C=CCN1CCN(C(c2cccc(OC)c2OC)c2nnnn2CCC(C)C)CC1 (configuration not stated)	-5	4	98*	-2.8	8	-8	-25	-3	-16	-16
COC(=O)c1c(SCc2cccc3ccccc23)nc(=O)[nH]c1C	-19	2	4	-3.1	4	-4	2	-15	-2	-2
O=c1c(C(c2ccc(Br)cc2)c2c(O)nc3n(c2=O)CCCS3)c(O)nc2n1CCCS2	-8	8	1	-0.5	7	-7	1	/	-7	7
Cc1cc(C)nc(SCc2nnc(SCC(=O)Nc3nccs3)n2C)n1	-2	-3	2	-0.4	-6	6	1	/	6	10
COC(=O)c1cccc(NC(=O)CSc2nnc(C)o2)c1	-4	-2	6	-1.3	/	/	21	0	-14	-6
Brc1ccc(C2Nc3cccc4cccc(c34)N2)cc1	-2	-3	20	0.0	-67	67	-18	/	17	3
COc1ccc(/C=N/NC(=O)CNC(=O)c2ccc(S(=O)(=O)N3CCOCC3)cc2)c(OC)c1	0	/	2	-1.2	-6	6	-3	-10	13	10
COc1ccccc1NC(=O)c1csc2c1CCCC2	1	/	-6	-0.7	-67	67	/	19	-14	-5
Cc1ccc(N2CC(C(=O)Nc3nnc(SCc4ccccn4)s3)CC2=O)cc1 (configuration not stated)	-13	-9	-1	-6.1	-1	1	-10	9	-19	5
CC(=O)N1CCC(=NNC(=O)c2cccs2)CC1	-4	1	-1	-0.2	32	-32	7	6	7	8
O=[N+]([O-])c1ccc2[nH]c(=S)[nH]c2c1	-10	-6	-1	0.2	7	-7	9	1	-14	-1
O=C(CCN=C1NS(=O)(=O)c2ccccc21)NCc1ccccc1F	2	/	1	-0.7	16	-16	/	1	-2	2
CC(C(=O)Nc1ccc(Br)cc1)N(C)CC(=O)NCc1ccco1 (configuration not stated)	-1	-9	-2	-0.6	7	-7	-10	1	15	1
COc1ccc(/C(O)=C2\C(=O)C(=O)N(c3cc(C)on3)C2c2ccccc2OC)cc1 (configuration not stated)	-9	2	0	-3.2	19	-19	1	-11	-10	-1
CCOc1cc(/C=C(\C#N)c2[nH]nc(N)c2C#N)ccc1O	-13	0	0	-2.3	-7	7	11	-8	-4	-10

Looked up above:
O=C(CCN=C1NS(=O)(=O)c2ccccc21)NCc1ccccc1F | Rtt109 Vps75 = 2
CCOc1cc(/C=C(\C#N)c2[nH]nc(N)c2C#N)ccc1O | PvdQ acylase = -4
Cc1ccc(N2CC(C(=O)Nc3nnc(SCc4ccccn4)s3)CC2=O)cc1 (configuration not stated) | SR-BI DiI-HDL act = -1
O=[N+]([O-])c1ccc2[nH]c(=S)[nH]c2c1 | PvdQ acylase = -14
CC(C(=O)Nc1ccc(Br)cc1)N(C)CC(=O)NCc1ccco1 (configuration not stated) | CAL PDZ FP-1 = -9
CC(=O)N1CCC(=NNC(=O)c2cccs2)CC1 | MITF act = 6

Screening data from PubChem.
